MPTP inh: blocks calcium-induced mitochondrial swelling; inhibition, % at 10 µM; 360,000 tested, 1.4% active; AID 602449; isolated mouse mitochondria, Ca2+ swelling absorbance, 30 min;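 active = inhibition of 50% or more, scaled per plate between neutral and stimulator controls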;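 note: 0% = DMSO wells given calcium and 100% = 1 mM EGTA wells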
Numbers without * were called inactive. Some of the compounds tested (hit frequency here may not be typical).

SMILES | MPTP inh
COC(=O)C[C@H]1C[C@@H]2c3cc(NC(=O)NC4CCCC4)ccc3O[C@@H]2[C@@H](CO)O1 | 0.1
C[C@H]1CN([C@@H](C)CO)S(=O)(=O)c2ccc(C#Cc3ccccn3)cc2O[C@H]1CN(C)Cc1ccc(F)cc1 | -1.0
CCOc1ccc(Cl)cc1-c1cc(C(=O)NCc2cccc(C(F)(F)F)c2)[nH]n1 | 0.9
COc1ccc2oc(-c3ccccc3)cc(=O)c2c1 | 0.4
C[C@H]1CN([C@@H](C)CO)S(=O)(=O)c2ccc(Br)cc2O[C@H]1CN(C)C(=O)Cc1ccncc1 | 0.3
CC(=O)C[C@@H]1OC[C@H](C)N1S(=O)(=O)c1ccc(C)cc1 | -1.7
CCOC1=C2CN(S(=O)(=O)c3ccc(C)cc3)C(c3cccc(Cl)c3)CC2N(S(=O)(=O)c2ccc(C)cc2)C(c2ccncc2)C1 (configuration not stated) | -0.4
O=C1c2ccccc2C(c2nnnn2Cc2ccccc2)N1C1CC1 (configuration not stated) | -1.9
CCCC(C)(C)C(=O)N1CCC1(C)C(=O)NS(=O)(=O)c1cccc(Cl)c1 (configuration not stated) | 0.7
CS(=O)(=O)Nc1cccc(NC(=O)c2ccc(-n3ccnc3)c3ccoc23)c1 | -1.4
Cc1ccc(C(=O)OCC(=O)NC2CCCCCCC2)cc1C | -1.2
CCCCn1nnnc1C(c1cc2ccccc2o1)N(C)Cc1ccccc1 (configuration not stated) | 1.4
FC(F)(F)C(F)(F)C(F)(F)c1nc2nc(Cl)c(Cl)nc2[nH]1 | 6.7
N#CC1C(=O)Nc2cccnc21 (configuration not stated) | -1.9
COCOCCn1cc(CN2CCS(=O)(=O)N(Cc3ccc(-c4cccc(CO)c4)cc3)C(C(C)C)C2=O)nn1 (configuration not stated) | 1.0
CC1CC(=O)c2cc(-c3ccccc3)oc2C1 (configuration not stated) | 0.6
CCOC(=O)C1=CCC(c2ccco2)N(S(=O)(=O)c2ccc(C)cc2)C1 (configuration not stated) | 0.8
Fc1cccc(Cc2c(C3CCCCC3)nc3c4ccccc4ccn23)c1 | 2.6
Cn1c(=O)c2cc(NC(=O)NCc3ccc(F)cc3)ccc2n1C/C=C/c1ccccc1 | 2.3
CN1OC[C@@H]2CN(C(=O)Cc3ccccc3)[C@H](c3ccccc3Br)C[C@@H]21 | 0.0
Cc1ccc(S(=O)(=O)N2C[C@@H](C)[C@]3(C2)[C@H](O)[C@H](OC(=O)NC2CC2)C[C@H]2C(=O)N(c4ccccc4)C(=O)[C@H]23)cc1 | 0.3
O=C(NCc1ccc(Cl)cc1Cl)Nc1nc([C@@H]2O[C@H](CO)[C@@H](O)[C@H](O)[C@H]2O)cs1 | -0.8
COc1ccc(C2CC=C(C(C)=O)CN2S(=O)(=O)c2ccccc2)cc1 (configuration not stated) | -0.9
CCCCCCCCN1C(=O)[C@H](CC(=O)NCc2cccc(C(F)(F)F)c2)C[C@@]2(C(=O)OCC)CCC=C12 | -2.2
C[C@H](CO)N1C[C@H](C)[C@H](CN(C)S(=O)(=O)c2ccc(Oc3ccccc3)nc2)OCc2cnnn2CCCC1=O | -1.9
(continued)
SMILES | MPTP inh
COc1ccc(-c2c(C(=O)c3ccccc3)[nH]c(N)c2C(=O)NCc2ccccc2)cc1OC | 1.6
CCOc1ccc(NC(=O)CN(C)C(=O)CCCNC(=O)c2ccc(Cl)cc2)cc1OCC | 0.4
OCC1OC(n2ccc3c2ncn2ncnc32)C(O)C1O (configuration not stated) | 0.5
COCCCNc1ccn2nc(-c3cccc(Cl)c3)cc2n1 | 0.2
Cc1c(NC(=O)COC(=O)c2cccc(F)c2)c(=O)n(-c2ccccc2)n1C | 0.3
COc1ccc(C=C(C#N)C(=O)c2ccccc2)cc1 | 0.1
CCCCCCN1C[C@@H](O)[C@H](n2cc(-c3ccc(F)cc3)nn2)C[C@@H]1c1ccccc1 | 0.4
Cc1ccc(S(=O)(=O)NC(=O)Cn2nnc(-c3ccccc3)c2COc2ccc3ccccc3c2)cc1 | 3.1
O=C(NC1CCCC1)C1c2ccccc2OCC(=O)N1CC(F)(F)F (configuration not stated) | -0.2
O=C(Nc1ccc(OCCO)cc1)c1csc([C@H]2C[C@H](O)[C@@H](CO)O2)n1 | -0.6
CN1C[C@@H](CO)O[C@@H](n2cnc3c(N4CCOCC4)ncnc32)C1 | 0.3
COc1cc([N+](=O)[O-])c(C)cc1NC(=O)c1ccc(OC)c(OC)c1 | 0.1
CCc1nc2c(OCc3ccc(OC(F)F)cc3)cccn2c1N(C)C(=O)c1cccs1 | 0.3
O=C(NCc1cccc(C(F)(F)F)c1)c1ccc2sc([C@H]3C[C@H](O)[C@@H](CO)O3)nc2c1 | 1.7
O=C(Nc1ccc(NC(=O)c2ccccc2)c2ccccc12)c1ccccc1 | 0.9
COc1ccc(S(=O)(=O)N2CCCOC2CNC(=O)C(=O)NCCO)cc1 (configuration not stated) | -1.1
CCc1nc2ccc(C(=O)NCCCn3ccnc3)cn2c1N(C)Cc1cccs1 | -0.9
Cc1csc(=O)n1CCC(=O)OCC(=O)N(C)c1c(N)n(Cc2ccccc2)c(=O)[nH]c1=O | -0.9
CCCS(=O)(=O)NC(=O)C1(C)CCCN(C(=O)c2ccc(OC)cc2OC)C1 (configuration not stated) | -0.2
CCn1nccc1NC(=O)c1csc([C@@H]2O[C@H](CO)[C@H](O)[C@H](O)[C@H]2O)n1 | 0.4
COC(=O)[C@@]1(Cc2ccc(F)cc2)[C@H]2c3cc(C(=O)N(C)C)n(CC4CC4)c3C[C@H]2CN1C(=O)c1ccccc1 | -1.1
COCCNC(=O)C1(C)CCN(C(=O)c2ccc(OC)c(F)c2)C1 (configuration not stated) | 0.2
CCc1nc2c(OCCC3CCCCC3)cccn2c1N(C)C(=O)c1ccccc1F | -0.1
CCOC(=O)C1=CCN(S(=O)(=O)c2ccccc2Cl)C1c1ccc(Cl)c(Cl)c1 (configuration not stated) | 0.1
COc1ccc(CN2CCC(C(=O)NC(C)c3cccc4ccccc34)CC2)cc1 (configuration not stated) | 0.1
(more compounds)
SMILES | MPTP inh
CN(Cc1ccccc1F)c1cc2c(c3c1ccn3C)C1CCC2O1 (configuration not stated) | 1.9
CC1(C(=O)Nc2ccc3ccccc3c2)CCC(=O)N1CCc1c[nH]c2ccccc12 (configuration not stated) | 1.7
COCCCn1cc(CN2CC(N3CCN(CCN(C)C)CC3)CS2(=O)=O)nn1 (configuration not stated) | 0.4
Cc1ccc(NC(=O)C2(C)CCN2Cc2ccc(OC(C)C)cc2)cc1 (configuration not stated) | -0.6
COc1ccc(C(C(=O)NC(C)(C)C)n2c(COc3ccc(C)cc3)nc3ccccc32)cc1 (configuration not stated) | 0.6
CN(Cc1ccccc1)C(=O)c1csc(COCCO)n1 | 0.3
O=C(NCc1ccco1)c1ccc(-c2ccc(F)c(F)c2)c2ccoc12 | -1.3
COCc1cccc(-c2csc(C(C)(O)c3cccc(F)c3)n2)c1 (configuration not stated) | 1.7
CC(C)c1cc(C(=O)NCCc2cccs2)c(N)s1 | 2.0
COc1cc(-c2cc3nc(NC4CCCCC4)ccn3n2)cc(OC)c1OC | -0.6
COC(=O)[C@@]12C[C@@H](CC(=O)NCc3ccc(C)o3)C(=O)N(CCc3ccc(OC)c(OC)c3)C1=CCC(C)(C)C2 | -2.4
Cc1ccc(N2C(=O)N(CC(=O)N3CCc4ccccc43)C(=O)C2C)cc1 (configuration not stated) | -1.4
O=C1N(Cc2ccccc2)c2ccc(Br)cc2[C@]12C[C@H](O)CO2 | -2.0
Cc1cc(Br)cn2c(CC(C)(C)C)c(-c3cccc(Cl)c3)nc12 | 2.4
CCCCn1c(O)c2n(c1=O)Cc1ccccc1N=C2c1ccc(OC)cc1 | 1.3
Cc1cccc(C)c1OCC(=O)Nc1cccc(S(=O)(=O)N2CCCCCC2)c1 | -1.1
Cc1cc2nc(C(C)(C)C)c(Cc3cccc(Cl)c3)n2c(C)c1Br | 4.1
CN1C[C@@H](CO)O[C@@H](n2cnc3c(N4CCN(CCO)CC4)ncnc32)C1 | -1.7
CN1CCN(C(=O)c2cc3c(c(-c4cccc(-c5cccnc5)c4)n2)[C@H](CCO)N(C(=O)CC2CC2)C3)CC1 | 0.9
COCCN1C[C@@H](CO)O[C@@H](n2cnc3c(NCC(C)C)ncnc32)C1 | -1.6
C[C@H]1CN([C@@H](C)CO)C(=O)CCCn2cc(nn2)CO[C@@H]1CN(C)C(=O)Cc1ccccc1 | 0.3
CC(=O)O[C@@H]1[C@H](Oc2c(O)c(C)c3c4c2[C@H](C)CC[C@H]4[C@H](C)C[C@@H]3C=C(C)C)O[C@@H](C)[C@@H](O)[C@H]1O | 4.2
COC1=CC(=O)OC(c2ccc(C#N)cc2)C1 (configuration not stated) | 0.5
O=C(NCc1ccccc1)c1ccc(-c2cn[nH]c2)c2ccoc12 | -0.1
CC1(C(=O)Nc2cccnc2)Cc2c(-c3ccc4c(c3)OCO4)ccnc2O1 (configuration not stated) | -1.5

Reprinted at random: 3 records from the list, in no set order.
SMILES | MPTP inh
COc1ccc(C2CC=C(C(C)=O)CN2S(=O)(=O)c2ccccc2)cc1 (configuration not stated) | -0.9
CC(C)c1cc(C(=O)NCCc2cccs2)c(N)s1 | 2.0
CC(=O)C[C@@H]1OC[C@H](C)N1S(=O)(=O)c1ccc(C)cc1 | -1.7

Further structures follow:
SMILES | MPTP inh
CC1=C(C(=O)N2CCOCC2)CC(CC(=O)NCCCCc2ccccc2)C(=O)N1CCC1=CCCCC1 (configuration not stated) | 0.9
CC(C)CNC(=O)c1cccc2c(-c3cccnc3)coc12 | 0.2
C[C@H](CO)N1C[C@H](C)[C@@H](CN(C)S(=O)(=O)c2cn(C)cn2)OCc2cnnn2CCCC1=O | -0.6
CCCS(=O)(=O)NC(=O)C1(C)CCCN(C(=O)c2oc3ccccc3c2C)C1 (configuration not stated) | 0.6
C[C@@H]1CCCCO[C@@H](CN(C)C(=O)Nc2ccc3c(c2)OCO3)[C@@H](C)CN([C@H](C)CO)C(=O)c2cc(N(C)C)ccc2O1 | -0.6
CC(C)C(C(=O)NCc1ccccc1)N(C)Cc1ccc(Cl)c(Cl)c1 (configuration not stated) | 1.7
Cc1cccc(C(=O)OCC(=O)Nc2sccc2C(N)=O)c1C | 0.6
CC(C)C[C@H]1CNC(=S)N1C[C@H]1CCCN1C[C@H](CC(C)C)N1C[C@H](Cc2ccccc2)N(CCc2ccccc2)C1=S | 5.0
O=C(Nc1cccc(Oc2ccccc2)c1)C1Cc2c(-c3cccc(F)c3)ccnc2O1 (configuration not stated) | 0.0
Cn1nc(C(C)(C)C)cc1C(=O)N1CCCCC1c1cc(C(=O)NCc2ccc(F)cc2)no1 (configuration not stated) | 1.5
COc1ccc(NC(=O)C(c2ccc(C#N)cc2)n2c(=O)c(-c3cc4ccccc4[nH]3)nc3ccccc32)cc1 (configuration not stated) | 2.6
COc1ccccc1NC(=O)Cc1nc(=O)[nH]c(=O)[nH]1 | -0.8
O=C(O)C1C=CC(C(=O)O)c2ccccc21 (configuration not stated) | -0.1
Cc1nnc(Cc2ccco2)c2n[nH]c(C)c12 | 0.6
CC(C)CCN1C(=O)CSCC1(C)C(=O)Nc1ccc2c(c1)OCCO2 (configuration not stated) | 4.1
CC1(C(=O)Nc2ccc3c(c2)OCCO3)CCC(=O)N1CCOc1ccccc1 (configuration not stated) | 0.3
COc1ccc(SCC(O)Cn2c3ccccc3c3ccccc32)c(OC)c1 (configuration not stated) | 1.5
CCc1nc2c(OCc3ccccc3)cccn2c1N(C)C(C)=O | 1.5
O=[N+]([O-])c1cc2ccccc2c(O)c1O | -0.1
C[C@H](CO)N1C[C@H](C)[C@H](CN(C)C(=O)Nc2ccc(C(F)(F)F)cc2)Oc2ncc(Br)cc2C1=O | 0.3
CC1(C(=O)N2CCN(C(=O)c3ccco3)CC2)CCN1Cc1ccccc1OC(F)F (configuration not stated) | 0.1
CCCCn1c(N)c(N(CCOC)C(=O)c2oc3c(Cl)cccc3c2C)c(=O)[nH]c1=O | -1.8
Cc1ccc2c(=O)n3c(nc2c1)C(C)NC(=O)c1cccnc1-3 (configuration not stated) | -0.5
CCCc1cc(=O)oc2cc(C)cc(OCC(=O)N3C[C@H]4C[C@@H](C3)c3cccc(=O)n3C4)c12 | -1.2
CC(=O)N1CCCC(C)(C(=O)Nc2cccc(OC(C)C)c2)C1 (configuration not stated) | 0.8
Later entries.
SMILES | MPTP inh
COCCNC(=O)c1[nH]c(C(F)(F)F)nc1-c1ccccc1 | -3.1
COCCNC(=O)C1(C)CCN(C(=O)/C=C/c2ccccc2)C1 (configuration not stated) | 0.7
Cn1c(N)c(C(=O)COC(=O)C2Cc3ccccc3CN2S(C)(=O)=O)c(=O)n(C)c1=O (configuration not stated) | -0.9
CCc1nc2c(OCc3ccccc3)cccn2c1N(C)C(=O)C(C)C | -0.5
Cc1ccc2nc(-c3ccco3)c(Cc3cccc(F)c3)n2c1 | -1.5
O=C1C(=Cc2cn(-c3ccccc3)nc2-c2ccc(OCc3ccc(Cl)cc3)cc2)SC(=S)N1CCS(=O)(=O)O | 1.0
Cn1c(=O)c2cc(NC(=O)Nc3cccnc3)ccc2n1-c1ccc(C(C)(C)C)cc1 | 11

As entered above.
MPTP inh with `Cn1c(=O)c2cc(NC(=O)Nc3cccnc3)ccc2n1-c1ccc(C(C)(C)C)cc1` = 11
MPTP inh with `CCc1nc2c(OCc3ccccc3)cccn2c1N(C)C(=O)C(C)C` = -0.5
MPTP inh with `Cn1c(N)c(C(=O)COC(=O)C2Cc3ccccc3CN2S(C)(=O)=O)c(=O)n(C)c1=O` (configuration not stated) = -0.9
MPTP inh with `COCCNC(=O)C1(C)CCN(C(=O)/C=C/c2ccccc2)C1` (configuration not stated) = 0.7
MPTP inh with `COCCNC(=O)c1[nH]c(C(F)(F)F)nc1-c1ccccc1` = -3.1

5 of the compounds above, in markdown:
| compound | MPTP inh |
| --- | --- |
| Cn1c(N)c(C(=O)COC(=O)C2Cc3ccccc3CN2S(C)(=O)=O)c(=O)n(C)c1=O (configuration not stated) | -0.9 |
| CCc1nc2c(OCc3ccccc3)cccn2c1N(C)C(=O)C(C)C | -0.5 |
| Cc1ccc2nc(-c3ccco3)c(Cc3cccc(F)c3)n2c1 | -1.5 |
| O=C1C(=Cc2cn(-c3ccccc3)nc2-c2ccc(OCc3ccc(Cl)cc3)cc2)SC(=S)N1CCS(=O)(=O)O | 1.0 |
| Cn1c(=O)c2cc(NC(=O)Nc3cccnc3)ccc2n1-c1ccc(C(C)(C)C)cc1 | 11 |

From PubChem
